Screening data as filed in PubChem.
GPR55 activation: selective activators of receptor GPR55 – imaging, U2OS cells, beta-arrestin-GFP redistribution, primary screen (AID 1961) | U2OS GPR55 beta-arrestin-GFP redistribution imaging; higher % means a stronger effect | activation, % at 10 µM; hits with a dose series show EC50 in µM | 0.048% of 290,000 active;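 active means activation above 40% with more than 50 cells counted in the well; inconclusive means wells holding fewer than 50 cells, flagged as toxic or sparse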;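 further: U2OS osteosarcoma cells stably expressing GPR55 and beta-arrestin-GFP; plate controls were DMSO negative control for no effect and LPI positive control for full effect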
SIAH1 antagonists: blockers of Siah-1 interaction with plectin peptide – biochemical, fluorescence polarization, rhodamine-plectin, uHTS, primary screen (AID 1817); displacement, % at 20 µM; hits with a dose series show IC50 in µM; Siah-1 / rhodamine-plectin peptide fluorescence polarization; higher % means a stronger effect; 0.02% of 290,000 active;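 active means displacement of at least 50% at 20 µM, with a fluorescence ratio check between 0.3 and a set limit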;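 further: plate controls were Siah plus tracer with DMSO for no effect and tracer alone without Siah for full effect; strong numbers were not always called active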
AID2073: disruptors of CaV2.2 binding to Mint1 – biochemical, HTRF (AID 2073); 0.19% of 290,000 active; HTRF protein-protein interaction, Mint1-CaV2.2; higher % means a stronger effect; inhibition, % at 20 µM; hits with a dose series show IC50 in µM; in the data active means inhibition mostly above about 51%, no sharp cut-off; inconclusive means no clear call, values can overlap the other calls; inactive means mostly below about 53%; further: some results filed as inactive read as strong as hits
NOD1 inhibition: inhibition of NOD1-driven NF-kB reporter – cell-based, luminescence, uHTS, primary screen (AID 1578); NOD1-driven NF-kB luciferase reporter cells, luminescence; higher % means a stronger effect; inhibition, % at 4 µM, or EC50 in µM where a hit was titrated; 1% of 290,000 active; in the data active means inhibition mostly above about 36%, no sharp cut-off; inactive means mostly below about 34%;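 further: HEK-293T reporter cells stimulated with the NOD1 agonist gamma-tri-DAP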
KOR beta-arrestin-1: kappa opioid receptor activators – cell-based, luminescence, uHTS, primary screen (AID 1777); 0.02% of 280,000 active; KOR beta-arrestin recruitment, luminescence; higher % means a stronger effect; activation, % at 10 µM, or EC50 in µM where a hit was titrated; in the data active means activation above about 50%, passing the limit was not always enough; further: a part of the inactive calls stands beside numbers as strong as those of hits
KOR beta-arrestin-2: kappa opioid receptor blockers – cell-based, luminescence, uHTS (AID 1778) | KOR beta-arrestin recruitment, luminescence, antagonist mode; higher % means a stronger effect | inhibition, % at 10 µM, or IC50 in µM where a hit was titrated | 0.091% of 290,000 active; in the data active means inhibition above about 50%; further: strong numbers were not always called active
GPR55 LPI antagonism: GPR55 antagonists blocking LPI-driven arrestin recruitment, primary screen, imaging, U2OS, beta-arrestin-GFP, LPI agonist (AID 2013). U2OS GPR55 beta-arrestin-GFP translocation imaging, LPI antagonism; higher % means a stronger effect. inhibition, % at 10 µM, or IC50 in µM where a hit was titrated. 0.13% of 290,000 active;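 active means spots per cell inhibited over 60%, with over 100 cells counted and total cytoplasm intensity under 500,000; inconclusive means wells with under 100 cells, flagged as likely toxic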;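 further: U2OS cells stably carrying GPR55 and arrestin-GFP stimulated by 5 µM LPI near EC80; imaged beta-arrestin-GFP aggregate spots per cell after agonist stimulation; plate controls were LPI-stimulated DMSO wells for no effect and DMSO wells without LPI for full effect; some results filed as inactive read as strong as hits; confirmed hits need IC50 under 10 µM and bright autofluorescent wells are also inconclusive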
HIV fusion peptide: inhibitors of HIV fusion peptide binding, primary screen, biochemical, uHTS, fluorescence dequenching (AID 1986); cell-free peptide binding, fluorescence dequenching, 30 min; higher % means a stronger effect; one-dose inhibition, % at 20 µM; IC50 in µM for titrated hits; 0.3% of 290,000 active; in the data active means inhibition mostly above about 52%, no sharp cut-off; inactive means mostly below about 76%; further: some results filed as inactive read as strong as hits
GPR35 antagonists: GPR35 antagonists blocking zaprinast-driven arrestin recruitment, primary screen, imaging, U2OS, beta-arrestin-GFP, zaprinast agonist (AID 2058). U2OS GPR35 beta-arrestin-GFP translocation imaging, zaprinast antagonism; higher % means a stronger effect. inhibition, % at 10 µM; hits with a dose series show IC50 in µM. 0.052% of 290,000 active;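 active means inhibition of at least 50% with at least 30 cells and total cytoplasm GFP at most 10,000,000; inconclusive means under 30 cells or total GFP of 10,000,000 plus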
Numbers without * were called inactive; ? = inconclusive; nt = no result given; [ ] = another dose, or the depositor's remark.

SMILES	GPR55 activation	SIAH1 antagonists	AID2073	NOD1 inhibition	KOR beta-arrestin-1	KOR beta-arrestin-2	GPR55 LPI antagonism	HIV fusion peptide	GPR35 antagonists
O=c1cc(N2CCCC2)[nH]c(=O)n1-c1ccc(Cl)cc1	0.1%	1%	11%	-37%	12%	1%	-12%	1.7%	1%
CCOC(=O)CSc1nc2c([nH]c3ccccc32)c(=O)n1C	-0.1%	-3%	-1%	-30%	13%	-20%	1%	3.1%	-4%
O=C(c1ccc(OC2CCN(Cc3ccccc3C(F)(F)F)CC2)cc1)N1CCCCC1	-0.1%	4%	-6%	2%	1.9%	-17%	13%	-0.1%	-2%
COc1ccc(NC(=O)CSc2n[nH]c(-c3ccncc3)n2)c([N+](=O)[O-])c1	0.3%	-1%	8%	-32%	-0.5%	3%	5%	1.0%	6%
Cc1ccc(-c2csnn2)cc1	0.9%	11%	-2%	4%	-5.1%	6%	0%	-1.1%	-4%
Cc1onc(-c2ccccc2)c1C(=O)N1CCN(c2ccccn2)CC1	-0.1%	10%	3%	9%	5.7%	15%	17%	-1.0%	-2%
COc1ccc(C(=O)Nc2ccc(NC(=O)c3cccs3)cc2)cc1Cl	0.4%	2%	18%	-8%	1.0%	-14%	11%	-1.4%	5%
C=CC(COCc1ccccc1)N(Cc1ccc(OC)cc1)S(=O)(=O)c1ccccc1Br (configuration not stated)	0.0%	0%	15%	-7%	3.7%	15%	10%	0.9%	9%
C=CCNC(=O)c1ccc2nccnc2c1	-0.2%	-1%	7%	-35%	8.0%	23%	16%	-1.1%	-12%
O=C(Nc1ccc(Cl)cc1)c1ccc(OCC2CCCO2)cc1 (configuration not stated)	-0.4%	2%	17%	-35%	-2.5%	-3%	-1%	2.9%	-5%

(listing goes on)
SMILES	GPR55 activation	SIAH1 antagonists	AID2073	NOD1 inhibition	KOR beta-arrestin-1	KOR beta-arrestin-2	GPR55 LPI antagonism	HIV fusion peptide	GPR35 antagonists
CC(=O)OCCn1c(=O)c2cc3c(=O)n(CCOC(C)=O)c(=O)c3cc2c1=O	-0.2%	5%	43%	11%	5.5%	5%	3%	0.4%	10%
O=C(/C=C/c1ccc2c(c1)OCO2)c1ccccn1	-0.1%	-7%	-11%	-6%	3.2%	6%	9%	-0.7%	-2%
COc1cc(=O)[nH]c(SC(C)C(=O)Nc2cc(C)on2)n1 (configuration not stated)	-0.2%	3%	-8%	-35%	4.5%	-21%	3%	2.4%	8%
CCOc1cc(C2C3=C(CCCC3=O)Nc3nc(C(=O)OC)nn32)ccc1OC (configuration not stated)	-0.2%	0%	-24%	5%	4.2%	-19%	2%	-1.7%	1%
CCc1nnc(NC(=O)C2CCCCC2)s1	0.2%	7%	-1%	-29%	-1.3%	-9%	2%	3.0%	-1%
O=S(=O)(NC1CCCC1)c1cc(F)ccc1F	0.0%	0%	24%	18%	5.5%	-20%	-8%	-1.2%	-4%
COc1ccc(S(=O)(=O)N2c3cc(Cl)ccc3Oc3nc4ccccc4nc32)cc1	0.2%	16%	7%	-22%	-6.3%	-2%	-2%	1.0%	-10%
CC(C)CNc1oc(-c2ccco2)nc1C#N	-0.3%	3%	5%	-14%	1.0%	25%	-10%	0.7%	2%
O=C(Nc1nc2ccc(S(=O)(=O)N3CCCCC3)cc2s1)c1ccncc1	0.3%	-3%	13%	29%	1.2%	-26%	-18%	3.0%	-7%
CCOC(=O)N1CCN(C(=O)CNC(=O)c2nn(-c3ccc(OC)cc3)c(=O)c3ccccc23)CC1	-0.2%	5%	7%	-24%	-0.6%	-15%	7%	1.2%	-1%

Additional entries:
SMILES	GPR55 activation	SIAH1 antagonists	AID2073	NOD1 inhibition	KOR beta-arrestin-1	KOR beta-arrestin-2	GPR55 LPI antagonism	HIV fusion peptide	GPR35 antagonists
CC(C)C(=O)OC/C(O)=C(\C#N)c1nc2ccccc2[nH]1	-0.4%	-18%	19%	1%	-5.8%	7%	1%	3.3%	-11%
CCOC(=O)C(NC(=O)CC(C)C)(Nc1cc(C)on1)C(F)(F)F (configuration not stated)	-0.1%	-2%	-8%	0%	-4.4%	-7%	9%	1.1%	0%
Cc1nc(C)n(CCNS(=O)(=O)c2ccccc2)n1	0.0%	0%	-1%	-14%	3.9%	-10%	0%	1.3%	6%
CC(=O)Nc1ccc2nc(NC(=O)c3ccc([N+](=O)[O-])o3)sc2c1	0.2%	-6%	39%	nt	0.8%	-49%[20 µM]	-4%	5.6%	7%
CCC(=O)N1CCc2cc(S(=O)(=O)N3CCc4ccccc4C3)ccc21	-0.2%	-1%	-4%	7%	-0.7%	-24%	-11%	-0.9%	-1%
Cc1nc(-c2ccc(NS(=O)(=O)c3ccccc3)cc2)cs1	-0.4%	-1%	-2%	-42%	-0.8%	11%	-6%	1.5%	7%
O=C(O)c1ccc2cccc(O)c2n1	0.2%	-4%	-10%	-13%	-3.9%	-8%	10%	3.9%	23%
COc1cccc(-c2nnc(N(C)C(=O)c3ccno3)s2)c1	-0.3%	0%	-7%	-20%	-1.0%	10%	4%	-0.6%	14%
COc1ccc(OCc2cc(C(=O)NC(C)Cn3cncn3)no2)c(Cl)c1 (configuration not stated)	-0.1%	-4%	8%	12%	1.0%	-9%	14%	-1.1%	9%
N#Cc1ccc(OCC(=O)OCC(=O)NCCC2=CCCCC2)cc1	0.8%	2%	7%	-43%	-5.9%	9%	-2%	-0.2%	9%

Later entries
SMILES	GPR55 activation	SIAH1 antagonists	AID2073	NOD1 inhibition	KOR beta-arrestin-1	KOR beta-arrestin-2	GPR55 LPI antagonism	HIV fusion peptide	GPR35 antagonists
CC(=O)Nc1ccc2[nH]c3ccccc3c2c1	-0.1%	38%	5%	-15%	-1.2%	1%	9%	1.7%	-3%
CCC1Sc2ccc(S(=O)(=O)CCC(=O)NCc3cccs3)cc2NC1=O (configuration not stated)	-0.1%	2%	0%	-5%	-7.2%	-35%	-8%	-1.1%	13%
C=C(C)Cn1c(=O)c2c(nc3n2CCCN3Cc2ccccc2)n(C)c1=O	-0.1%	7%	12%	-12%	-7.4%	-27%	1%	-1.5%	-8%
Cc1nc2cc(NC(=O)Nc3ccc(Br)cc3)ccc2o1	0.2%	2%	?	-30%	-1.8%	8%	-5%	-0.3%	-7%
O=C1NC(=O)C(Cc2ccccc2)(c2cccnc2)N1 (configuration not stated)	0.3%	0%	-2%	-3%	-1.0%	-28%	-1%	-0.2%	1%
COc1cccc(CN=C2Nc3ccccc3CS2)c1	-0.3%	-1%	-4%	-50%	-11%	10%	15%	0.2%	10%
Cc1ccc(CCNC(=O)c2nnn(-c3cc(C)cc(C)c3)c2N)cc1	0.4%	-1%	32%	1%	-2.8%	-26%	-14%	1.5%	16%
CS(=O)(=O)NN1C(=O)c2ccccc2NC1c1ccccc1 (configuration not stated)	-0.4%	10%	7%	-17%	3.9%	2%	0%	0.4%	-16%
Cc1ccc(NC(=O)/C(C#N)=C/c2cn(CC(=O)NCc3ccco3)c3ccccc23)cc1C	-0.2%	1%	32%	1%	-5.3%	-33%[20 µM]	6%	10%	8%
CC(=O)Oc1ccc2ccccc2c1C(NC(=O)Cc1ccccc1)c1ccc(Cl)cc1 (configuration not stated)	-0.1%	1%	-3%	nt	1.2%	-26%	4%	-3.1%	8%

(continued)
SMILES	GPR55 activation	SIAH1 antagonists	AID2073	NOD1 inhibition	KOR beta-arrestin-1	KOR beta-arrestin-2	GPR55 LPI antagonism	HIV fusion peptide	GPR35 antagonists
COCc1cc(C)nc(SCC[N+](C)(C)CC(=O)Nc2cccc(C(F)(F)F)c2)c1C#N	0.0%	-7%	-12%	-23%	-3.9%	20%	12%	-0.6%	-9%
Cc1cc(=O)oc2c1c(C)nn2-c1ccc(Br)cc1	-0.1%	0%	8%	-28%	nt	17%[20 µM]	-3%	-2.4%	8%
COc1ccc(/C=N\NC(=O)C2C(=O)NCC2c2ccccc2)cc1O (configuration not stated)	-0.1%	1%	5%	12%	2.4%	14%	3%	5.5%	-3%
Cc1cccc(NC(=O)Nc2ccc(C)c(C)c2)n1	-0.1%	3%	9%	-59%	-4.4%	-27%	0%	-1.1%	-4%
CC(=O)NCCc1nc2cc(NC(=O)c3cccs3)ccc2n1C	-0.3%	6%	-11%	-20%	-1.1%	-11%	10%	-0.5%	1%
Cc1ccc(NC(=O)CSc2n[nH]c(-c3ccco3)n2)cc1	-0.1%	5%	12%	-28%	nt	-16%[20 µM]	-5%	1.6%	1%
CNc1c(NS(=O)(=O)c2cc(NC(C)=O)ccc2C)c(=O)oc2ccccc12	-0.1%	-4%	-1%	39%	9.7%	-24%	-9%	0.7%	3%
COCCn1c(C)cc(C(=O)CSc2ccc3ccccc3n2)c1C	0.3%	7%	-38%	-46%	-5.6%	4%	-9%	2.8%	-4%
NC(=O)c1ccsc1NC(=O)c1nc(-c2ccccc2)n(-c2ccccc2)n1	-0.2%	0%	38%	-11%	4.3%	-4%	4%	-0.3%	-8%
Cc1nc(Nc2ccc(C(=O)O)cc2)sc1-c1ccccc1	-0.1%	-4%	12%	7%	-1.9%	-15%[20 µM]	1%	17%	-8%

Later entries:
SMILES	GPR55 activation	SIAH1 antagonists	AID2073	NOD1 inhibition	KOR beta-arrestin-1	KOR beta-arrestin-2	GPR55 LPI antagonism	HIV fusion peptide	GPR35 antagonists
CCOc1ccc(/C=N/n2nnnc2N)cc1O	0.2%	-6%	-10%	1%	13%	nt	-4%	-3.6%	5%
O=C(OC(C(=O)NCc1cccs1)c1ccc(F)cc1)c1ccco1 (configuration not stated)	0.3%	0%	0%	-7%	-3.8%	23%	20%	-1.2%	10%
O=C(N=C1SC2CS(=O)(=O)CC2N1c1ccc(F)cc1F)C1CC1 (configuration not stated)	-0.2%	-6%	4%	5%	-6.8%	-25%	2%	-1.5%	4%
c1csc(-c2nn3c(Cn4nnc5ccccc54)nnc3s2)c1	-0.1%	-6%	12%	-2%	-3.4%	0%	4%	-0.6%	-13%
CCCN(CC(=O)Nc1cc(Cl)ccc1Cl)C(=O)CN1C(=O)C2CCCCC2C1=O (configuration not stated)	0.3%	-1%	7%	-10%	0.0%	20%	-2%	0.2%	2%
N#Cc1ccc(N2CCN(C(=O)c3cccs3)CC2)c(F)c1	0.0%	2%	19%	4%	0.0%	2%	3%	-3.1%	2%
Cc1cc(C(=O)OCC(=O)N2CC(=O)Nc3ccccc32)no1	-0.2%	6%	?	13%	6.7%	17%	-8%	0.8%	-10%
COc1cc(OC)c2c(C)cc(=O)oc2c1	1.3%	-3%	30%	-4%	1.0%	-26%	-4%	2.6%	4%
CC1CC(=O)N(c2ccc(NCc3ccc(Cl)cc3)c([N+](=O)[O-])c2)C1=O (configuration not stated)	0.9%	-2%	3%	11%	6.5%	35%	5%	51%	13%

This is a subset; the hit share may differ from the screen's.
